STK33 kinase inh: human STK33 kinase inhibition; purified STK33, MBP phosphorylation, ADP-Glo luminescence; inhibition, % at 10 µM; 320,000 tested, 0.073% active;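 active = inhibition at or above 25%, using the most active replicate where run in duplicate; inactive = inhibition below 25%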
OX1R FRET antag: OX1R (human) antagonism; OX1R-expressing cells, FRET antagonist read-out; inhibition, % at 6.6 µM; 330,000 tested, 1.8% active; AID 485270; in the data active = inhibition mostly above about 38%, no sharp cut-off; inactive = mostly below about 40%;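 note: 0% = agonist challenge alone and 100% = reference antagonist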
KCNQ2 inh: KCNQ2 potassium channel inhibitors, primary screen, cell-based, CHO-K1, FluxOR thallium flux, B-score (AID 2156); O88943; 20 min; hits give low values; B-score at 10 µM; 310,000 tested, 1.1% active;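 active = fluorescence ratio B-score at most minus 3 library SDs, with starting brightness B-score within 2 library SDs, cut at about -5.5 in these data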
Target sequence (O88943 whole entry, looked up): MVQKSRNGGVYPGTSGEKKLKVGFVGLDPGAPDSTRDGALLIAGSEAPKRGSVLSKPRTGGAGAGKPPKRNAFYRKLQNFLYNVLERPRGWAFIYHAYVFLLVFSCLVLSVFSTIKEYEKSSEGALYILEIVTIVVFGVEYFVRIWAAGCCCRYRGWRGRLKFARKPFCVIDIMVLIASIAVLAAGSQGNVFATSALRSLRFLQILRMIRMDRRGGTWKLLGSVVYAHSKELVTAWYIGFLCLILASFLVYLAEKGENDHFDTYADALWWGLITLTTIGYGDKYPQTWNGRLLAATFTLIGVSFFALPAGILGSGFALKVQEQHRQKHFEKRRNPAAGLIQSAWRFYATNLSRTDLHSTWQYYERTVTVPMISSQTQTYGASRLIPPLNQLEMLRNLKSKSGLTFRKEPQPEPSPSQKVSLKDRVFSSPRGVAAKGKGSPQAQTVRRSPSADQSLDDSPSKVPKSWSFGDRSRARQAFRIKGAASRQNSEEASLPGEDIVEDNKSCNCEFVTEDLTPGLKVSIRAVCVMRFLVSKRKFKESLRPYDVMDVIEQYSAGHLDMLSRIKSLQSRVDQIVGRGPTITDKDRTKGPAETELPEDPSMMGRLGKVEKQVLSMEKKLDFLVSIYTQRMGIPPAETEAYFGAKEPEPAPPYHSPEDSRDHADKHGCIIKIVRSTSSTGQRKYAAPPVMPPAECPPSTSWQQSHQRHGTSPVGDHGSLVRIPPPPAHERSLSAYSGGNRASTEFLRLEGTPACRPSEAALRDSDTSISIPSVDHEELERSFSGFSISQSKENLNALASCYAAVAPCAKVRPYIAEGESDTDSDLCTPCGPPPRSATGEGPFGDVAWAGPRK
Numbers without * were called inactive; i = inactive; / = no result given; & = joins results of further samples. Compounds were not picked by outcome; 2.7% or so of the library scored in one or more.

SMILES | STK33 kinase inh | OX1R FRET antag | KCNQ2 inh
O=C1C2C(c3ccccc3)C=CC(c3ccccc3)C2C(=O)N1CCO (stereo not given) | 0.3 | 15.0 | i
COc1cccc(C=Nc2cc(C)cc(C)c2)c1O | 0.6 | 3.1 | i
O=C1C2C3C=CC(C3)C2C(=O)N1c1ccc(-c2nc3ccccc3o2)cc1 (stereo not given) | -1.5 | 21.7 | i
CC(C)Cn1c(N)c(C(=O)CSc2nc3ccccc3n2C)c(=O)n(C)c1=O | -0.1 | 5.9 | i
S=c1[nH]nc(-c2ccco2)n1/N=C/c1cccc(Cl)c1Cl | 0.7 | 4.5 | i
O=C(CSc1nc2ccccc2s1)N1c2ccccc2Sc2ccc(Cl)cc21 | -2.1 | 44.8* | i
CCCCOCCCNC(=O)N[C@@H](CCSC)C(=O)OC | -2.2 | 6.1 | i
CSc1nccc(Oc2ccc(C#N)cc2)n1 | -1.4 | 19.3 | i
O=C(CN1CCN(Cc2ccccc2)CC1)Nc1ccc(N2CCOCC2)cc1 | -0.8 | 11.0 | i
CCN1CCN(Cc2ccc(NC(=O)c3ccc(C)c(NC(=O)N4CCNC4=O)c3)cc2C(F)(F)F)CC1 | 3.9&3.9 | 15.0&6.6 | i
CCOC(=O)N(NC(=O)C(O)(c1ccccc1)c1ccccc1)c1ccccc1 | -0.1 | 19.9 | -6.09*
Cc1ccc(S(=O)(=O)CCSc2cccc(C(=O)O)c2)cc1 | -0.8 | 18.3 | i
COc1ccccc1N1CCN(C(=O)NCc2cccc(C(F)(F)F)c2)CC1 | -0.5 | 3.6 | i
CCOc1cccc2sc(NC(=O)CC)nc12 | -2.6 | 19.2 | i
COCCNC(=O)c1onc(CSc2cc(C)cc(C)c2)c1C(=O)O | 0.8 | 15.6 | i
CC(=O)Oc1ccc(N(C(C)=O)S(=O)(=O)c2ccc(C)cc2C)c2ccccc12 | -8.4 | / | i
COc1cc(/C=N/NC(=O)c2ccc3c(c2)OCCO3)c(Br)c(Br)c1O | 0.5 | 64.7* | i
COc1ccc(Cc2nc(C)cc(Cl)n2)cc1[N+](=O)[O-] | -1.6 | 21.3 | i
O=C(O)c1ccc(N2C(=O)CCCC2=O)cc1 | -0.6 | 17.2 | i
O=C(COC(=O)c1ccccc1NCCO)NNC(=O)c1cccs1 | -1.3 | 19.6 | i
CC(OC(=O)c1cccc(S(=O)(=O)N(C)C)c1)C(=O)NCc1ccc2c(c1)OCO2 (stereo not given) | -1.7 | 3.4 | i
CCSc1nnc(NC(=O)c2ccc(Br)s2)s1 | -0.1 | 9.3 | i
O=C(CNc1n[nH]c(=O)[nH]c1=O)N/N=C/c1cccnc1 | -1.5 | 7.5 | i
O=C(CSc1nncn1-c1ccccc1F)NC1CC1 | -0.7 | 5.8 | /
Cc1ccc(CSCC(=O)N/N=C/c2sccc2C)cc1 | -1.4 | 50.1 | i
CCOC(=O)C1CCN(C(=O)/C=C/c2cccs2)CC1 | -2.7 | 10.1 | i
COC(=O)Cn1c(=NC(=O)C(C)(C)C)sc2c(C)cc(C)cc21 | -0.5 | 3.8 | i
CCc1ccc2oc(=O)cc(CN3CCC(C)CC3)c2c1 | -1.5 | 14.9 | i
C[C@H](NC(=O)Cc1cccc2ccccc12)C(=O)NCc1ccccc1 | 2.0 | 12.7 | i
CCN(CC)CCn1c(=S)[nH]c2cc(C(=O)NCc3ccccc3Cl)ccc2c1=O | 2.1 | 5.9 | i
O=C(Nc1ccc(F)cc1)/C(Cl)=C/c1ccccc1 | 0.5 | 34.3 | i
CCOC(=O)c1ccc(N=Cc2nc(-c3ccccc3)oc2OC(C)=O)cc1 | -0.7 | 3.3 | i
CN(C)/C=N/c1nc2nccc(-c3ccccc3)n2n1 | 0.3 | 6.0 | i
C[C@H](CO)N1C[C@H](C)[C@@H](CN(C)S(=O)(=O)c2ccc(F)cc2)Oc2c(NC(=O)Cc3ccccc3)cccc2C1=O | 0.8 | 10.0 | /
Cc1cccc(C)c1NC(=O)c1cc(S(=O)(=O)N2CCOCC2)cn1C | -1.1 | 5.7 | i
CCOC(=O)N1CCN(C(=O)c2cnn3ccccc23)CC1 | -0.8 | 0.0 | i
Cc1ccc(NC(=O)C(=O)NCc2ccncc2)cc1 | 0.0 | 20.9 | i
CCOC(=O)c1c(C2COc3ccccc3O2)csc1N (stereo not given) | -1.2 | 17.7 | i
COc1ccc(OC)c(N(CC(=O)Nc2ccc3c(c2)OCO3)S(=O)(=O)c2ccccc2)c1 | -0.2 | 33.3 | i
O=C(Nc1ccccc1)Nc1ccncc1 | 1.2 | 8.4 | i
CC(C)C[C@H](NC(=O)N1CC(=O)Nc2ccccc21)C(=O)N[C@@H](C(=O)O)c1ccccc1 | 0.3 | 7.5 | i
CC(=O)c1ccc(N2CCN(C(=O)c3ccco3)C(C)C2)c(F)c1 (stereo not given) | -0.4 | 11.6 | i
Cc1ccc(CN(CC(=O)NC2CCCC2)C(=O)c2csnn2)cc1 | 0.2 | 18.2 | i
CC(C)(C)c1nc(CN2CCOCC2)ccc1O | -0.7 | 16.3 | i
COc1ccc(CC(=O)N2CCC(c3ccccc3)C2)cc1 (stereo not given) | -1.0 | 4.5 | i
O=C(c1ccc(CSc2nc3ccncc3[nH]2)cc1)N1CCN(c2cccc(Cl)c2)CC1 | 0.3 | 33.6* | i
C=CCOc1ccc(CNCCc2ccc(S(N)(=O)=O)cc2)cc1 | 0.0 | -0.3 | i
Cc1ccccc1-c1nnc(NC(=O)CSc2nc3ccccc3s2)s1 | 1.9 | 10.5 | i
Cc1ccccc1N(CC(=O)N/N=C/c1ccc(N(C)C)cc1)C(=O)c1ccccc1 | -0.5 | 62.6* | i
N#CCCn1cc(C(=O)Nc2ccc([N+](=O)[O-])cc2)c(-c2cc3ccccc3o2)n1 | 0.1 | 17.7 | i
CCOCCOc1nc(C)cc(C)c1S(=O)(=O)c1ccccc1C | -0.1 | 5.1 | i
COc1cccc(C(=O)Nc2c(C(N)=O)oc3ccccc23)c1 | 1.9 | 76.8* | i
CCc1ccccc1NC(=O)Cn1nc(C)n2cccc2c1=O | 0.1 | 20.6 | i
COc1ccc(-c2cc(C(=O)Nc3cc(C)nn3-c3ccccc3)no2)cc1OC | -2.8 | 7.3 | i
COc1ccc(S(=O)(=O)NC(C)C(=O)NCc2ccc3c(c2)OCO3)cc1OC (stereo not given) | 0.1 | 20.7 | i
C=CCC1=C/C(=C\c2c(N)n3nc(CC(=O)N4CCOCC4)sc3nc2=O)C=C(OC)C1=O | 0.9 | 17.3 | i
Cc1ccccc1OCCn1cc(C(=O)C(=O)N2CCOCC2)c2ccccc21 | -5.4 | 22.9 | -8.47*
NC(=O)CN1C(=O)C(O)(CC(=O)/C=C\C=C\c2ccccc2)c2ccccc21 (stereo not given) | / | 14.2 | i
CS(=O)c1ccccc1COC(=O)Nc1ccc(Cl)cc1 (stereo not given) | -1.0 | 3.1 | i
CCC(=O)Nc1cccc(NC(=O)c2cccnc2)c1 | -1.0 | 21.6 | i

(further entries)
SMILES | STK33 kinase inh | OX1R FRET antag | KCNQ2 inh
COc1cc(NC(=O)C2CC(c3cccc(Br)c3)=NO2)cc(OC)c1OC (stereo not given) | -2.2 | 31.9 | i
CC(=O)Nc1ccc(Sc2ncccc2C(=O)Nc2ccc(F)cc2)cn1 | -1.8 | -0.7 | i
CCOC(CCNC(=O)CCC(=O)Nc1ccc2nc(N3CCN(C)CC3)cc(C)c2c1)OCC | -1.2 | 3.2 | i
CCc1nnc(NC(=O)CN2CCN(C3CCCCC3)CC2)s1 | -0.7 | 8.8 | i
CCOC(=O)C(=O)Nc1ccc(OC)c(Cl)c1 | -1.7 | 14.7 | i
CCCCc1nc(NCC2CCCO2)c(C#N)c2c1COC(C)(C)C2 (stereo not given) | -0.9 | 27.6 | i
CNC(=S)NC1(C)CCS(=O)(=O)C1 (stereo not given) | -1.2 | 15.4 | i
CCOC(=O)c1c(NC(=O)CSc2nc3ccc(C)cc3[nH]2)sc2c1CC(C)(C)NC2(C)C | 0.2 | 9.7 | i
C#CCOCCOCCOCCNc1nc(N2CCN(C(=O)C([C@@H](C)O)n3cc([C@@H](N)CCCCN)nn3)CC2)nc(N2CCN(C(=O)[C@H](CC(N)=O)n3cc([C@@H](N)C(C)C)nn3)CC2)n1 (stereo not given in full) | -0.8 | -1.5 | /
O=C(COC(=O)C1CC1)NCCNC(=O)COC(=O)C1CC1 | 0.6 | 0.9 | i
O=C(N/N=C/c1cccs1)c1ccc(NC(=O)c2ccccc2Cl)cc1 | 0.5 | 7.1 | i
COc1cc(OC)c(OC)cc1C#N | 0.5 | 6.1 | i
Cc1ccccc1CC1(CO)CCCN(C(=O)c2ccc3ncccc3c2)C1 (stereo not given) | -0.1 | 19.4 | i
COc1ccc(C2=NS(=O)(=O)N(C)C(C(=O)Nc3ccc(C)cc3)=C2)cc1 | 1.2 | 23.3 | i
Cc1cc(=O)n2nc(N3CCCC3C(=O)Nc3ccc(C(C)C)cc3)sc2n1 (stereo not given) | -0.7 | 9.4 | i
O=C(CN1C(=O)c2ccccc2S1(=O)=O)Nc1ccc(S(=O)(=O)N2CCCCC2)cc1 | 0.7 | -3.6 | i
CCOc1ccccc1NC(=O)CN1c2cccc3cccc(c23)S1(=O)=O | -1.3 | 8.9 | /
COc1ccc(NC(=O)c2oc3ccccc3c2NC(=O)C2CC2)c(OC)c1 | 0.7 | 49.6 | i
COc1ccccc1N(CC(=O)NCC1CCCO1)C(=O)CNS(=O)(=O)c1ccc(Cl)cc1 (stereo not given) | 0.7 | 1.5 | i
COc1ccc(-n2nc(C(=O)NCC(=O)N3CCCCCC3)c3ccccc3c2=O)cc1OC | 0.2 | 24.5 | i

Of the compounds above, these contain a thiophene ring, fused or not:
SMILES | STK33 kinase inh | OX1R FRET antag | KCNQ2 inh
O=C(COC(=O)c1ccccc1NCCO)NNC(=O)c1cccs1 | -1.3 | 19.6 | i
CCSc1nnc(NC(=O)c2ccc(Br)s2)s1 | -0.1 | 9.3 | i
Cc1ccc(CSCC(=O)N/N=C/c2sccc2C)cc1 | -1.4 | 50.1 | i
CCOC(=O)C1CCN(C(=O)/C=C/c2cccs2)CC1 | -2.7 | 10.1 | i
CCOC(=O)c1c(C2COc3ccccc3O2)csc1N (stereo not given) | -1.2 | 17.7 | i
CCOC(=O)c1c(NC(=O)CSc2nc3ccc(C)cc3[nH]2)sc2c1CC(C)(C)NC2(C)C | 0.2 | 9.7 | i
O=C(N/N=C/c1cccs1)c1ccc(NC(=O)c2ccccc2Cl)cc1 | 0.5 | 7.1 | i

Remaining list, next part
SMILES | STK33 kinase inh | OX1R FRET antag | KCNQ2 inh
CCOc1cc(C(=O)OC(C)C(=O)Nc2ccc(S(N)(=O)=O)cc2)ccc1OCC(=O)N1CCOCC1 (stereo not given) | -2.0 | 14.8 | i
O=C(Nc1ccncc1)c1ccc(Cl)c(S(=O)(=O)N2CCc3ccccc32)c1 | -1.4 | 49.6* | i
O=C(NC1CCCCC1)c1cccnc1Sc1ccccc1 | 0.1 | 20.2 | i
Cc1ccc(-c2noc(CCC(=O)Nc3ccc4c(c3)OCO4)n2)cc1 | -3.2 | 45.0 | i
O=C(NNC(=O)c1ccc(SCC2CCCO2)c([N+](=O)[O-])c1)c1ccc(F)cc1 (stereo not given) | -1.5 | 19.4 | i
CN(C)c1ccc(/C=C/c2ccc3ccccc3[n+]2C)cc1 | 10.3 | 162.7* | i
CCOc1cc(-c2ccc(N)c(OCC)c2)ccc1N | 0.5 | 14.0 | i
CCN(CC)S(=O)(=O)c1ccc2[nH]c(=O)cc(C(=O)NCC(c3ccco3)N3CCCC3)c2c1 (stereo not given) | -0.7 | 23.9 | i
O=C1CC(Cc2ccccc2)C(=O)N1CCc1ccc2c(c1)OCO2 (stereo not given) | 1.2 | 27.2 | i
O=C1c2ccc(-c3ccc(Cl)c(C(F)(F)F)c3)cc2S(=O)(=O)c2cccc(C(=O)N3CCN(c4ccc(Cl)cn4)CC3)c21 | 0.5 | 9.6 | /
CCn1c(SCC(=O)O)nnc1-c1ccccc1OC | 1.5 | 5.3 | i
CC(C)c1ccc(S(=O)(=O)N2CCN(C(=O)CN3C(=O)NC(C)(c4ccccc4)C3=O)CC2)cc1 (stereo not given) | 0.3 | 21.6 | i
CC1(OC(=O)CCc2ccccc2)C(=O)C=C2C=C(c3ccc(C#N)cc3)N(c3ccccc3)C=C2C1=O (stereo not given) | -0.6 | 9.1 | i
O=C(Cn1nnc(-c2cccs2)n1)OC1CCCCC1 | -0.6 | 4.1 | i
CCCCCC(=O)N1CCN(S(=O)(=O)c2ccc3c(c2)OCCCO3)CC1 | -1.2 | 17.2 | i
Cc1cc(NC(=O)CSc2nccn2C)no1 | -0.3 | 5.5 | i
O=C(CSc1nc2c(cnn2-c2ccccc2)c(=O)[nH]1)c1ccc(Cl)cc1 | -1.0 | 2.9 | i
O=C(NCCN1CCNC1=O)C1CCC(=O)N(CCc2ccccc2)C1 (stereo not given) | -1.7 | -1.7 | i
O=C(CSc1nccn(-c2ccc3c(c2)OCCO3)c1=O)Nc1ccccc1 | / | 20.6 | i
Cc1cc(Cl)n2ncc(-c3ccccc3)c2n1 | 1.6 | 4.5 | i
Cc1cc(N2CCN(C(=O)c3ccco3)CC2)n2nc(C)nc2n1 | 7.7 | 10.4 | i
C=CCNC(=O)C1COc2ccccc2O1 (stereo not given) | -0.1 | -1.9 | i
O=C1Nc2ccccc2C(=O)N2C[C@@H](O)C[C@H]12 | -0.4 | -6.5 | i
Cc1occc1C(=O)Nc1cnn(CCCC(=O)O)c1 | -1.5 | 15.3 | i
Cc1cc2oc3cc(NCCC4CCCN4C)ccc3c(=O)c2cc1C (stereo not given) | 5.5 | 16.9 | i

Two compounds picked at random from the list so far, as already listed:
SMILES | STK33 kinase inh | OX1R FRET antag | KCNQ2 inh
O=C1CC(Cc2ccccc2)C(=O)N1CCc1ccc2c(c1)OCO2 (stereo not given) | 1.2 | 27.2 | i
CCOC(=O)C1CCN(C(=O)/C=C/c2cccs2)CC1 | -2.7 | 10.1 | i

Assay outcomes deposited in PubChem BioAssay by several laboratories.
